Bioassay records as filed in PubChem BioAssay.
PhoP GFP inhibition: PhoP regulon inhibitors, Salmonella typhi PhoP promoter GFP reporter, confirmatory (AID 1850) | Salmonella Typhi PhoP-promoter GFP reporter, fluorescence, 4 h; higher % means a stronger effect | inhibition, % at 50 µM, or IC50 in µM where a hit was titrated | hit rate 0.33% among 310,000; in the data active = a potency from the dose series; inconclusive = inhibition mostly from about 25% at the one dose, without a potency; inactive = the rest, 99 in 100 with inhibition below about 19%;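 note: 0% = induced wells with vehicle and 100% = uninduced wells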
tuberculosis growth: growth inhibition of non-replicating M. tuberculosis (AID 488890); Mycobacterium tuberculosis non-replicating, growth inhibition; higher % means a stronger effect; inhibition, % at 25 µM, or IC50 in µM where a hit was titrated; hit rate 0.39% among 320,000; in the data active = a potency from the dose series; inconclusive = inhibition mostly from about 82% at the one dose, without a potency; inactive = the rest, 99 in 100 with inhibition below about 76%;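 note: plate controls were DMSO cells for no effect and high antibiotic wells for full effect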
inhibitors of VEEV: inhibitors of VEEV TC-83 cytopathic effect, confirmation, Vero cells (AID 588727). Vero cells, VEEV TC-83 cytopathic effect inhibition; higher % means a stronger effect. inhibition, % at 20 µM; hits with a dose series show IC50 in µM. hit rate 0.13% among 350,000; in the data active = a potency from the dose series; inconclusive = inhibition mostly from about 14% at the one dose, without a potency; inactive = the rest, 99 in 100 with inhibition below about 12%; note: strong numbers were not always called active
M. tuberculosis HTS: M. tuberculosis growth inhibition, HTS (AID 449762); M. tuberculosis H37Rv growth inhibition, 7H9 media; higher % means a stronger effect; inhibition, % at 25 µM, or IC50 in µM where a hit was titrated; hit rate 0.59% among 330,000; in the data active = a potency from the dose series; inconclusive = inhibition above about 70% without an active follow-up result;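 note: bacterial growth assessed after seven days of incubation; strong numbers were not always called active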
influenza NS1A: H1N1 influenza NS1A inhibitors, functional cell based assay (AID 504329); inhibition, % at 12.5 µM; hits with a dose series show IC50 in µM; NS1A functional cell-based assay, percent inhibition; higher % means a stronger effect; hit rate 0.3% among 340,000; in the data active = a potency from the dose series; inconclusive = inhibition above about 27% without an active follow-up result; note: strong numbers were not always called active
inhibitors of VEEV 10K pilot screen: recorded beside inhibitors of VEEV, whose call it bears; inhibition, %; measured here: 10K pilot screen inhibition
The depositor's hits bear a star; i = inactive; ? = inconclusive; . = not tested or not shown.

SMILES	PhoP GFP inhibition	tuberculosis growth	inhibitors of VEEV	M. tuberculosis HTS	influenza NS1A	others
CCOC(CNC(=O)CN1C(=O)COc2ccc(S(=O)(=O)N3CCCC3)cc21)OCC	4.0%	-5.4%	2.8%	3.6%	-1.9%
CCOc1ccccc1NC(=O)CSc1nc(=O)n(CCCN2CCOCC2)c2c1CCC2	1.6%	12.0%	1.2%	2.4%	-2.8%
COc1cc(C2C(C#N)=C(N)N(c3cccnc3)C3=C2C(=O)CC(C)(C)C3)ccc1O (configuration not stated)	-11.4%	0.7%	1.1%	0.2%	2.0%
CCc1nnc(SCc2ccc(CSc3nnc(CC)n3N)cc2)n1N	.	.	3.0%	.	0.1%
COc1cc(-c2noc(C)c2C(=O)NCc2ccc3c(c2)OCO3)cc(OC)c1OC	.	40.8%	0.9%	-5.7%	1.0%
CSc1nc(SCC(=O)NC(c2ccccc2)c2ccccc2)c2c3c(sc2n1)CN(C)CC3	-2.5%	?	2.2%	?	3.7%	inhibitors of VEEV 10K pilot screen=0.0
Cc1ccccc1C(=O)N1CCN(c2ccc(NC(=O)c3ccccc3[N+](=O)[O-])cc2)CC1	-5.8%	-24.9%	i	-8.8%	3.3%
CCOC(=O)c1[nH]c(C)c(C(=O)N(CC)CC)c1C	-12.1%	52.6%	1.2%	-11.0%	3.1%
Cc1cc2oc(=O)cc(CN3CCN(S(=O)(=O)c4cccs4)CC3)c2cc1C(C)C	1.4%	18.6%	10.4%	7.5%	4.0%
CC[n+]1cc(-c2ccccc2)nc(N2CCOCC2)n1	-13.0%	13.8%	0.2%	-6.9%	-5.3%
CCOC(=O)CC1=CC(C)(CC(=O)OCC)C(C#N)(C#N)C(N)=C1C#N (configuration not stated)	2.7%	3.5%	1.4%	-8.7%	-4.1%
Cc1nn(-c2ccc(F)cc2)c(Cl)c1/C=C(\CC(=O)O)c1nc2ccccc2s1	-8.0%	36.0%	2.6%	-5.3%	-3.0%
NC(=O)[C@H]1CC2(CC(c3cccc(NC(=O)c4ccccc4)c3)=NO2)CN1C(=O)[C@H]1CCC(=O)N1 (some centres not stated)	-14.6%	-8.3%	0.5%	3.3%	1.1%
CC(C)(C)C(=O)Cn1c(=N)n(Cc2ccccc2)c2ccccc21	7.7%	18.0%	5.7%	?	19.1%
O=C(CC1C(=O)NCCN1Cc1ccc(-c2ccccc2)cc1)NC1CCC1 (configuration not stated)	2.1%	17.6%	0.7%	6.7%	14.1%
CC(=O)NC1C(OC(=O)/C=C/c2ccccc2)OC(COC(C)=O)C(OC(C)=O)C1OC(C)=O (configuration not stated)	-2.1%	-1.8%	0.4%	4.7%	7.0%
N#Cc1c(-c2ccc(Cl)cc2Cl)nc2n(c1=O)CCS2	-14.9%	4.9%	i	-6.2%	6.3%
CCOc1ccccc1NC(=O)c1cnc(NS(=O)(=O)c2ccccc2)nc1	4.5%	36.1%	2.2%	19.9%	5.2%
Cc1ccccc1-c1nc(C(=O)NCC2CCCO2)cc2c1[nH]c1ccccc12 (configuration not stated)	-1.9%	30.1%	?	2.0%	2.1%
CCc1nnc(NC(=O)c2nc(S(=O)(=O)Cc3ccccc3)ncc2Cl)s1	0.3%	67.5%	?	-2.0%	-5.6%
COC(=O)c1cn(C(=O)c2cccc3ccccc23)c2ccccc12	8.1%	17.6%	11.1%	-1.6%	-1.4%
COC(=O)C1=C(C)N(CCCC(=O)O)C(=O)NC1c1ccccc1OS(=O)(=O)c1ccc([N+](=O)[O-])cc1 (configuration not stated)	-9.1%	0.3%	0.4%	7.6%	13.1%
COc1cc(/C(C)=N/NC(=O)Cc2c(C)[nH][nH]c2=O)ccc1O	1.6%	-10.0%	2.5%	1.0%	5.1%
COCCNC(=O)Cc1c(C)c2cc3c(cc2oc1=O)OC(C)(C)CC3	7.7%	-11.2%	0.1%	-8.7%	-0.4%
COc1ccccc1C(=O)NC(C)c1ccc(-n2ccnc2)cc1 (configuration not stated)	7.8%	14.9%	1.9%	-2.7%	-2.0%

In the list so far, two have a nitro group on carbon:
SMILES	PhoP GFP inhibition	tuberculosis growth	inhibitors of VEEV	M. tuberculosis HTS	influenza NS1A	others
Cc1ccccc1C(=O)N1CCN(c2ccc(NC(=O)c3ccccc3[N+](=O)[O-])cc2)CC1	-5.8%	-24.9%	i	-8.8%	3.3%
COC(=O)C1=C(C)N(CCCC(=O)O)C(=O)NC1c1ccccc1OS(=O)(=O)c1ccc([N+](=O)[O-])cc1 (configuration not stated)	-9.1%	0.3%	0.4%	7.6%	13.1%

The listing picks up, repeating the 2 entries before the break.
SMILES	PhoP GFP inhibition	tuberculosis growth	inhibitors of VEEV	M. tuberculosis HTS	influenza NS1A	others
COCCNC(=O)Cc1c(C)c2cc3c(cc2oc1=O)OC(C)(C)CC3	7.7%	-11.2%	0.1%	-8.7%	-0.4%
COc1ccccc1C(=O)NC(C)c1ccc(-n2ccnc2)cc1 (configuration not stated)	7.8%	14.9%	1.9%	-2.7%	-2.0%
Cc1ccc(Cn2c(C)c3cnn(CC(=O)NC4CCCC4)c(=O)c3c2C)cc1	4.9%	20.9%	i	-5.1%	-2.2%
CNC(=O)CC(CC(=O)c1ccccc1)c1ccccc1 (configuration not stated)	.	-0.8%	0.8%	-1.1%	-4.5%
O=C(c1cccs1)N(c1ccc(Br)cc1)C1C=CS(=O)(=O)C1 (configuration not stated)	-2.5%	-0.4%	i	-3.3%	-17.9%	inhibitors of VEEV 10K pilot screen=0.0
O=C1C2CCCN2c2ccc(S(=O)(=O)N3CCOCC3)cc2N1Cc1ccccc1F (configuration not stated)	1.1%	21.6%	4.4%	-2.4%	6.2%
CCN(CC(=O)NCc1ccc(Cl)cc1)C(=O)c1ccc(S(=O)(=O)N(C)C)cc1	15.1%	7.4%	i	-8.9%	-1.8%
Cc1ccnc(SCC(=O)N2CCN(c3cccc(Cl)c3)CC2)n1	-0.3%	61.1%	5.2%	-5.9%	-0.5%
Cc1c2ccccc2nc2c(F)c(N(C)C)c(F)c(F)c12	-17.7%	.	i	-0.2%	-21.1%
COc1ccc(CCC(=O)Nc2cccc(S(=O)(=O)N3CCCC3)c2)cc1OC	.	33.3%	i	-10.0%	-3.3%
CC1CN(C(C)C(=O)NNC(=O)c2ccc(F)cc2)CC(C)O1 (configuration not stated)	.	2.6%	3.8%	-3.2%	-18.7%
CCCn1nnnc1SCC(=O)N1CCCc2ccccc21	-0.4%	8.1%	1.9%	0.1%	-12.4%
O=C(NCc1ccccc1CN1CCCCC1)c1ccc(Cl)cc1N1CCCC1=O	.	-6.0%	0.2%	-11.9%	-7.7%
COc1cc2c(cc1OC)C(/C(C#N)=N\O)=NC(C)(C)C2	-7.6%	9.5%	0.3%	-3.8%	3.2%
CC1CCc2c(sc(NC(=O)c3ccco3)c2C(=O)O)C1 (configuration not stated)	-9.3%	36.3%	0.7%	5.8%	3.1%
CCCCn1c(N)c(N(Cc2ccccc2OC)C(=O)COc2ccc(F)cc2Cl)c(=O)[nH]c1=O	-4.3%	1.9%	1.9%	7.4%	-4.7%
CNC(=O)Nc1cccc(NC(=O)NC)n1	6.9%	-21.3%	1.6%	-1.3%	5.7%
O=C1CCCN1CCC1CCCCN1Cc1nc(COc2ccccc2)no1 (configuration not stated)	4.7%	-5.5%	0.8%	-3.6%	-6.2%
c1cc2nnnn2nc1N1CCCCC1	7.6%	-9.2%	0.3%	-5.5%	-0.1%
CCn1cc(C(=O)NN)c(=O)c2cc(F)c(NC3CCCCC3)cc21	.	.	0.6%	.	1.7%
Cc1ccc(-c2noc(CCC(=O)N(C)c3ccccc3C)n2)cc1	0.6%	37.8%	7.1%	-1.1%	-5.4%
CCOC(=O)c1cc(CO)cc(C(=O)OCC)c1	4.8%	0.0%	i	-4.2%	-2.5%
Brc1ccc(CSc2nnc(Cc3c[nH]c4ccccc34)o2)cc1	4.9%	50.6%	i	21.4%	28.4%
O=C(Oc1cccc2cccnc12)c1cccc(-n2cnnn2)c1	3.6%	i	7.0%	-4.6%	-2.7%
CC(=O)NC(Cc1c[nH]c2ccccc12)C(=O)O (configuration not stated)	-0.5%	-0.1%	0.9%	-4.5%	-1.5%
CCOc1cc(C2C(C(=O)OC(C)C)=C(C)NC3=C2C(=O)CCC3)cc([N+](=O)[O-])c1O (configuration not stated)	5.8%	10.3%	0.7%	-0.1%	-7.5%
CCOc1ccc(-c2c(C(=O)N/N=C/C3CCCCC3)nnn2-c2nonc2N)cc1	-21.2%	23.1%	3.4%	7.7%	7.4%
SMILES	PhoP GFP inhibition	tuberculosis growth	inhibitors of VEEV	M. tuberculosis HTS	influenza NS1A	others
CCN(CC(F)(F)C(F)F)S(=O)(=O)c1ccc(NC(=O)OC)cc1	-2.6%	5.3%	1.8%	-4.5%	-8.6%
CC(C)c1ccc(S(=O)(=O)/N=C2\C=C(NS(=O)(=O)c3ccccc3)C(=O)c3ccccc32)cc1	-34.5%	7.9%	i	15.3%	14.3%
O=S(Cc1ccccc1)Cc1ccccc1	.	.	i	.	7.3%
Cc1cc(C)n2c(-c3ccccc3Cl)nnc2n1	-7.7%	-5.8%	1.7%	-8.7%	25.1%
O=C(CC1SCCNC1=O)Nc1cccc([N+](=O)[O-])c1 (configuration not stated)	-22.8%	-5.6%	i	-0.3%	-4.1%
COc1ccc(Nc2nc(C(=O)NCc3ccco3)cs2)cc1	-4.0%	?	10.0%	?	12.4%
CC(C)(C)c1nc2scc(-c3ccc(Cl)cc3)c2c(=O)o1	-4.0%	2.2%	0.8%	10.5%	4.1%
Cc1cc(C)nc(SCCN2CCCCC2)n1	11.1%	-12.0%	3.6%	-5.4%	-14.0%
OCCN1CCN(C(=S)c2ccc(Cl)c(Cl)c2)CC1	-10.2%	20.9%	3.7%	-2.1%	0.9%
COc1ccc(Br)cc1CN(C)C(=O)C1CC(=O)N(C2CCCC2)C1 (configuration not stated)	.	17.8%	1.4%	2.6%	-3.9%
C=CC[C@H](CC(=O)OC(C)(C)C)C(=O)OC[C@@H]1CCCN1C(=O)[C@@H](CC=C)CC(=O)N[C@H](CO)Cc1ccccc1	.	23.8%	0.8%	10.2%	-3.6%
Cc1ccsc1/C=C1/SC(N2CCOCC2)=NC1=O	13.3%	46.5%	.	?	.
COc1ccc(OC)c(NC(=O)CCN2CCN(Cc3ccccc3)CC2)c1	-4.2%	-4.3%	0.2%	-3.7%	-5.6%
O=C(O)C(CCCCN1C(=O)c2ccccc2C1=O)N1C(=O)c2ccccc2C1=O (configuration not stated)	-8.7%	2.8%	0.7%	-6.4%	-18.9%
CC(Nc1cccc(F)c1)C(=O)Nc1ccc(S(N)(=O)=O)cc1 (configuration not stated)	3.0%	-17.5%	2.2%	-6.2%	8.4%
Cn1c(NC(=O)c2ccc(S(=O)(=O)N3CCCCC3)cc2)cc(=O)n(C)c1=O	-1.5%	-12.0%	i	10.3%	0.5%
O=C(Cc1c[nH]c2ccccc12)NNCc1ccc(N(CCCl)CCCl)cc1	.	.	i	.	14.4%
CC1CCCN(S(=O)(=O)c2cccc([N+](=O)[O-])c2)C1 (configuration not stated)	-5.3%	13.7%	i	0.4%	2.2%
COC(=O)C(C(=O)OC)[C@@H]1C=C[C@H](C[N+](=O)[O-])N(C(C)=O)C1	.	.	0.9%	.	-12.3%
CC1CN(CCC(=O)Nc2ccccc2F)CC(C)O1 (configuration not stated)	0.0%	-7.9%	1.1%	7.5%	1.3%
CC1CCCCN1C(=O)CCc1nnc(Cc2c[nH]c3ccccc23)o1 (configuration not stated)	0.0%	5.6%	0.6%	4.6%	-12.2%
CCCCOC(=O)c1ccccc1N1C(=O)C2C3CCC(C3)C2C1=O (configuration not stated)	-3.6%	-11.9%	i	-3.3%	15.1%
O=C(c1ccc(CSc2ccc(Cl)cc2)cc1)N1CCOCC1	-9.6%	77.5%	0.6%	4.8%	-16.2%
CCOc1cc(C=O)ccc1OCCn1c([N+](=O)[O-])cnc1C	6.7%	-1.4%	i	15.3%	4.8%
O=C(O)c1ccc(C=NN=Cc2ccco2)cc1	.	.	i	.	-0.5%
Cc1ccc2[nH]c3c(NCc4ccco4)ncnc3c2c1	-2.0%	52.2%	1.8%	42.1%	7.6%

Fetched by structure from above, three records:
SMILES	PhoP GFP inhibition	tuberculosis growth	inhibitors of VEEV	M. tuberculosis HTS	influenza NS1A	others
O=C(O)c1ccc(C=NN=Cc2ccco2)cc1	.	.	i	.	-0.5%
CCN(CC(F)(F)C(F)F)S(=O)(=O)c1ccc(NC(=O)OC)cc1	-2.6%	5.3%	1.8%	-4.5%	-8.6%
Cc1ccsc1/C=C1/SC(N2CCOCC2)=NC1=O	13.3%	46.5%	.	?	.
